m5-HT2A agonist: activates the mouse 5-HT2A serotonin receptor; P35363; CHO-K1 mHTR2A beta-arrestin complementation, luminescence; percent of 30 µM serotonin response; activation, % at 7.6 µM; 360,000 compounds, 0.66% hits; AID 624169;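 active = activation above a run cutoff, the mean activation of all tested compounds plus 3 SD, cut at about 14% in these data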;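 note: 0% = plate median of compound wells and 100% = 30 µM serotonin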
SRC2 inh: human SRC2 (NCOA2) inhibition; inhibition, % at 9 µM; HEK293 GAL4-SRC2 luciferase reporter, luminescence; Q15596; 370,000 compounds, 0.17% hits;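 active = inhibition above the mean inhibition of all tested compounds plus 3 SD, set per campaign, cut at about 52% in these data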;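 note: 0% = DMSO treated cells and 100% = cells given Gossypol at 36 µM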
TLR9-MyD88 block: blocks human TLR9 binding to MyD88. Q9NR96+Q99836. CHO BLA complementation TLR9-MyD88, CCF4 FRET ratio. inhibition, % at 4.98 µM. 340,000 compounds, 0.21% hits;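 active = inhibition above the mean over all tested compounds plus 3 SD, cut at about 21% in these data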;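 note: 0% = DMSO only wells and 100% = clavulanate BLA inhibitor control wells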
H9c2 protect: protects H9c2 cardiomyocytes from peroxide injury | H2O2 injury protection, ATPLite, 2 h | protection from H2O2 cell death, % at 20 µM | 360,000 compounds, 0.63% hits | AID 588492;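 active = compounds giving at least 50% protection of heart cells from peroxide-induced death in the single-dose screen, raw or plate-pattern-corrected value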;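 note: 0% = DMSO wells with peroxide and 100% = DMSO wells without peroxide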
ABCB6 inh MLPCN: human ABCB6 transporter inhibition; Q9NP58; K562-ABCB6 porphyrin accumulation, flow cytometry, 1 h; active compounds read low; fluorescence ratio to DMSO, % at 10 µM; 360,000 compounds, 0.19% hits; AID 602162;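 active = fluorescence ratio to DMSO below 75%, the collection mean minus 3 SD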;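 note: signal is porphyrin accumulated inside mitochondria; 100% equals median channel fluorescence of DMSO control wells; lower ratio means ABCB6 inhibition with less porphyrin fluorescence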
MC4R antag cAMP: blocks human MC4R cAMP signaling. MC4R-expressing cells, MTII-stimulated cAMP, LANCE TR-FRET. inhibition, % at 6.5 µM. P32245. 360,000 compounds, 0.48% hits. AID 540295;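 active = inhibition above its plate's cutoff, the mean of tested wells on that plate plus 3 SD, cut at about 29% in these data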;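 note: 0% = Melanotan II alone and 100% = Melanotan II plus saturating MCL0020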
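system = U2OS cells with stable human MC4R expression | also added = Melanotan II challenge after compound preincubation | dosing = one concentration, 6.5 µM nominal | incubation = compound 30 min, challenge 1 h, detection 1 h | measured by = TR-FRET with Eu-cAMP and labeled anti-cAMP, 671 nm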
ABHD5-PLIN5 inh: ABHD5-PLIN5 protein interaction inhibition. inhibition, % at 4 µM. 360,000 compounds, 0.78% hits. Q00G26+Q8WTS1. Split G. princeps luciferase complementation, luminescence, 4 h;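 active = inhibition above the mean inhibition across every tested compound plus 3 SD, cut at about 22% in these data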;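 note: 0% = DMSO only wells and the 100% control is not disclosed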
MC4R barr agon: activates human MC4R beta-arrestin recruitment | P32245 | U2OS MC4R beta-arrestin complementation, luminescence; percent of melanotan II response, DMSO zero | activation, % at 8.9 µM | 360,000 compounds, 0.98% hits | AID 540308;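 active = activation above a per-plate cutoff, the mean activation of sample wells on that plate plus 3 SD, cut at about 8% in these data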
NOD2 RIPK2 PPI: blocks binding of human NOD2 to RIPK2. 360,000 compounds, 0.38% hits. O43353. inhibition, % at 4.98 µM. CHO BLA complementation NOD2-RIPK2, CCF4 ratio; in the data active = inhibition above about 21%;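 note: 0% = vehicle only and 100% = reference blocker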
Glyco luc inh: blocks N-linked glycosylation in D54 reporter cells | D54 ERlucT glycosylation luciferase reporter, 24 h; percent of 100 nM tunicamycin response | 360,000 compounds, 0.23% hits | reporter increase, % at 12.5 µM;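 active = mean luciferase reporter signal, scaled so untreated is 0 and the glycosylation-blocking control 100, at or above a set limit in every replicate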;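 note: luciferase carries N-glycosylation sites so blocking glycosylation raises the light; 0% = median of neutral control wells and 100% = median of 100 nM tunicamycin wells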
* marks the source's active call; other numbers are inactive results; / = no result given.

The line under a structure holds: m5-HT2A agonist, SRC2 inh, TLR9-MyD88 block, H9c2 protect, ABCB6 inh MLPCN, MC4R antag cAMP, ABHD5-PLIN5 inh, MC4R barr agon, NOD2 RIPK2 PPI, Glyco luc inh
[1] O=c1[nH]cc(N=Cc2cc(Cl)cc(Cl)c2O)c(=O)[nH]1
    -1, 20, 9, 49*, 101, 12, -25, 1.4, 1, 1
[2] CCOC(=O)C1(Cc2ccc(Cl)cc2)CCN(Cc2nccn2CC)CC1
    -5, -14, 8, 0, 100, 1, 3, -1.5, -4, -4
[3] Cc1cc(C(=O)N/N=C2\CC(=O)c3ccccc32)c(C)n1-c1ccccc1
    -6, -56, -2, -5, 98, -3, -10, -2.1, 1, -7
[4] CC(CC(=O)N1CCN(c2ccccc2F)CC1)c1ccccc1 (configuration not stated)
    1, -9, 0, 6, 100, 11, 3, 0.1, 7, 2
[5] CC12CC(NC(=O)N1c1cccc(C(=O)N3CCN(c4ccccc4F)CC3)c1)c1ccccc1O2 (configuration not stated)
    2, -4, -9, 2, 92, 19, 4, 1.3, -12, 2
[6] C=CCn1ccc(=NC=C(C#N)C#N)c2ccccc21
    -1, -25, 3, 6, 90, 3, 15, -1.3, 3, 5
[7] CCc1nc(NCCCCCO)c2nnn(Cc3ccccc3F)c2n1
    4, -9, -5, 5, 88, -4, -3, -1.2, 5, -3
[8] COCCn1c(C)cc(C2=NNC(=Nc3ccccc3F)SC2)c1C
    5, 84*, -1, -9, 93, 17, -3, -3.0, 6, -15
[9] CNC(=S)NCc1ccc2[nH]c(C)cc2c1
    -5, 14, -9, -5, 100, 25, -2, -0.4, -8, 3
[10] Cc1cc(/C=N/O)c(C)n1-c1ccc(Br)cc1
    -1, -1, -5, -8, 98, 7, -1, -1.4, 0, -1
[11] COc1cccc(NC(=O)CS(=O)(=O)c2cccc3nsnc23)c1
    14, 8, -4, -2, 104, 9, -6, 1.4, -13, 3
[12] COc1ccc(CNC(=O)c2ccccc2[N+](=O)[O-])cc1
    0, /, -2, 6, 102, -1, 0, -1.0, -7, -1
[13] CC(=O)c1ccc(NC(=O)C(C)OC(=O)/C=C/c2ccco2)cc1 (configuration not stated)
    0, 20, 7, -4, 92, 0, 6, -0.5, 0, 3
[14] CC(=O)c1cccc(NC(=O)N2C3CCCC2CC(NC(=O)C2CC2)C3)c1 (configuration not stated)
    5, 8, -7, -4, 103, -8, 5, 0.4, -1, 0
[15] Cc1ccccc1NC(=O)Cc1nc(COC(=O)CSc2ccc(F)cc2)cs1
    -1, 19, 2, 1, 100, 0, 4, 0.8, -13, 2
[16] CCCC(=O)Nc1nnc(SCC(=O)N2CCCCC2)s1
    12, -13, 3, 0, 169, 3, -1, -0.6, -12, 3
[17] O=C(COc1ccc(/C=C2/NC(=O)NC2=O)cc1)Nc1ccc(F)cc1
    5, -12, -5, 21, 105, -4, -2, -1.4, 4, -1
[18] COc1cc(NC(=S)Nc2cccc(C)n2)cc(OC)c1OC
    1, 13, 2, 1, 98, -4, -9, 1.1, -9, 2
[19] COc1ccc(Cl)cc1N(CC(=O)NC1CC1)S(=O)(=O)c1ccc(C)c([N+](=O)[O-])c1
    -2, -15, -5, -4, 92, -1, -3, -1.7, 1, -1
[20] Cc1ccc(NC(=O)CN(C)C(=O)Cc2ccc(Cl)cc2Cl)cc1
    -4, 12, -9, -4, 89, 1, 9, 1.0, 7, 1

Of the compounds above, 4 contain an aryl methoxy group.
The line under a structure holds: m5-HT2A agonist, SRC2 inh, TLR9-MyD88 block, H9c2 protect, ABCB6 inh MLPCN, MC4R antag cAMP, ABHD5-PLIN5 inh, MC4R barr agon, NOD2 RIPK2 PPI, Glyco luc inh
[11] COc1cccc(NC(=O)CS(=O)(=O)c2cccc3nsnc23)c1
    14, 8, -4, -2, 104, 9, -6, 1.4, -13, 3
[12] COc1ccc(CNC(=O)c2ccccc2[N+](=O)[O-])cc1
    0, /, -2, 6, 102, -1, 0, -1.0, -7, -1
[18] COc1cc(NC(=S)Nc2cccc(C)n2)cc(OC)c1OC
    1, 13, 2, 1, 98, -4, -9, 1.1, -9, 2
[19] COc1ccc(Cl)cc1N(CC(=O)NC1CC1)S(=O)(=O)c1ccc(C)c([N+](=O)[O-])c1
    -2, -15, -5, -4, 92, -1, -3, -1.7, 1, -1

New compounds follow.
The line under a structure holds: m5-HT2A agonist, SRC2 inh, TLR9-MyD88 block, H9c2 protect, ABCB6 inh MLPCN, MC4R antag cAMP, ABHD5-PLIN5 inh, MC4R barr agon, NOD2 RIPK2 PPI, Glyco luc inh
[21] O=C1CN(C(=O)CN2CCN(S(=O)(=O)c3ccccc3F)CC2)c2ccccc2N1
    -4, 4, -5, 0, 102, 0, -5, 2.5, 4, 1
[22] CN1CCC(N(C)C(=O)c2cccc(S(=O)(=O)N3CCOCC3)c2)CC1
    9, 1, -15, -1, 99, 12, 8, -1.7, 7, 1
[23] CCOc1cc(N2CCOCC2)c(OCC)cc1NC(=O)c1ccc(OCc2c(C)noc2C)c(OC)c1
    10, -5, -3, 63*, 100, 5, -4, 0.3, 3, 1
[24] C=CCn1c(SCCOc2ccc(OC)cc2)nnc1C(C)NC(=O)c1ccc(OC)cc1 (configuration not stated)
    1, 13, -1, -3, 99, 10, -3, -1.9, -3, -4
[25] CCCN1C2CCCC1CC(NC(=O)Nc1cccc(C(C)=O)c1)C2 (configuration not stated)
    2, -38, 7, 7, 92, 1, -1, -0.3, -9, 3
[26] CNC(=O)c1ccc(Nc2nc(-c3ccccc3)nc3ccccc23)cc1
    1, 3, 4, 37, 93, 16, 6, 0.2, -8, 7
[27] CCCn1nnc(NC(=O)c2ccc(-c3cccc(Cl)c3)o2)n1
    -3, -50, -4, 11, 123, 5, 8, 0.2, 2, 3
[28] COc1ccc(-c2noc(CN3CCC(Cc4ccccc4)CC3)n2)cc1
    0, /, 2, -17, 106, -2, -2, 0.1, -7, -1
[29] COC(=O)[C@H](CCSC)NC(=O)Nc1ccc(C)cc1C
    4, -23, -15, -4, 100, 0, -2, -0.4, -23, -1
[30] CC(C)C[C@H](NC(=O)C1CC(=O)N(c2ccc3c(c2)OCO3)C1)C(=O)NC1CCCCC1 (some centres not stated)
    4, 6, 1, -7, 103, 10, 0, -2.1, 10, -1
[31] CC(C)OC(=O)CSc1nc2ccccc2s1
    4, -2, 2, 0, 92, 11, -4, 0.8, -7, 1
[32] Cc1ccc(C(c2cc(Br)ccc2O)N2CCSCC2)cc1 (configuration not stated)
    -2, 27, -3, -10, 95, 11, -5, 6.5, -7, -1
[33] Cc1cc(C)cc(NC(=O)C2CCN(S(=O)(=O)c3c(C)n[nH]c3C)CC2)c1
    -2, 26, -4, 9, 78, -2, -2, -1.1, -10, 6
[34] NC(c1ccccc1)c1ccncc1 (configuration not stated)
    5, -33, -1, 2, 96, -3, -3, -0.6, -13, 3
[35] Cc1sc(NC(=O)c2cccs2)c(C(=O)OC(C)C)c1C
    0, 23, -5, -7, 100, 2, 1, -1.1, 2, 1
[36] Oc1[nH]c2ccccc2c1N=NC(=S)NCC1CCCO1 (configuration not stated)
    -5, -5, 2, 17, 102, -18, 6, -2.9, 5, 0
[37] COc1cc(C(=S)N2CCN(c3ccccc3Cl)CC2)cc(O)c1O
    5, -14, -5, 85*, 101, 0, 5, 0.2, 0, 2
[38] Cc1cc(C)cc(Oc2ccc(C(F)(F)F)cc2C#N)c1
    -6, 10, 3, -11, 99, 12, 2, 0.9, 0, -2
[39] CNc1c([N+](=O)[O-])cnn1-c1ccccc1Cl
    0, -56, -10, -2, 96, -5, 3, -1.7, -1, -1
[40] COc1ccc([N+](=O)[O-])cc1NC(=O)Cc1noc2ccc(C)cc12
    -2, -28, -6, 2, 95, 9, -4, 0.3, -2, 0
[41] COC(=O)[C@@H]1CCCN1C(=O)c1cc(COc2cccc3cccnc23)on1
    2, -4, 6, 12, 96, 7, -1, -2.2, -3, 1
[42] OCCNc1c2ccccc2nc2ccccc12
    -2, -73, -16, 1, 100, 5, 1, 1.0, -7, 66*
[43] COc1ccc(NC(=O)c2cccnc2)c(OC)c1
    0, -24, 13, 2, 96, 2, 2, -1.2, 5, 3
[44] Cc1ccc(Nc2nnc(SCC(=O)c3c(N)n(C4CC4)c(=O)[nH]c3=O)s2)cc1C
    0, -37, 7, -17, 97, -1, 4, -1.2, -1, -7
[45] CS(=O)(=O)N1CCN(C2C3CC4CC(C3)CC2C4)CC1 (configuration not stated)
    1, -11, -6, 1, 95, -2, -5, -2.0, 2, -2
[46] CCC(OC(=O)CN1C(=O)c2ccccc2C1=O)C(=O)NC1CCCC1 (configuration not stated)
    -5, -20, 5, -4, 98, 8, -3, -0.3, -2, 0
[47] COc1cccc(C(=O)OCC(=O)Nc2cc(C)on2)c1OC
    7, 0, -3, -2, 99, 2, -3, -0.8, -18, 1
[48] COc1cc(OC)c2ccc(=O)oc2c1C(CCN1CCOCC1)c1ccc2c(c1)OCO2 (configuration not stated)
    -2, -12, 1, 33, 102, -2, 4, -1.6, -5, 6
[49] CN1CCN(c2nc3ccccc3nc2NS(=O)(=O)c2ccc(Br)cc2)CC1
    -1, 1, -5, 19, 101, 10, 12, 0.1, -8, 1
[50] CC(C)(Oc1ccc(CCNC(=O)c2ccc(-c3ccccc3)o2)cc1)C(=O)O
    6, -34, 5, -2, 97, 4, -1, 0.1, 3, 1
[51] Cc1cc(-c2ccccc2)nc2c(Br)c(C(=O)O)nn12
    -3, /, /, 4, 94, 3, -5, -2.5, -6, 1
[52] CN(C(=O)COC(=O)c1ccc(Cl)cc1N)C1CCS(=O)(=O)C1 (configuration not stated)
    4, 14, 2, 4, 109, 8, 8, -1.1, -3, 1
[53] COc1cccc(/C=N/Nc2ccc(S(=O)(=O)Nc3ccccc3C(=O)O)cc2[N+](=O)[O-])c1O
    -7, -27, -13, -4, 101, -11, -1, -5.3, -3, 1
[54] O=Cc1cn[nH]c1-c1ccccc1
    -8, 0, -10, 0, 95, 21, -3, -1.4, 3, 1
[55] O=C(O)c1ccc(CN2C(=O)c3ccc(Oc4ccc([N+](=O)[O-])cc4)cc3C2=O)cc1
    -1, 5, 14, 5, 102, 1, 8, 1.8, 4, 3
[56] Cc1nc(N2CCC(C)CC2)c2oc3ccccc3c2n1
    -6, 12, -6, -20, 97, -7, -7, 2.1, 0, 4
[57] Nc1ccc(N=Nc2ccc(N)cc2)cc1
    -2, 30, -2, -13, 104, -5, 4, -0.9, -2, -6
[58] CCOc1ccc([C@@H]2CC=C(C(=O)O)[C@H](c3cccc(Cl)c3)N2S(=O)(=O)c2ccc(C)cc2)cc1
    2, 4, -2, 3, 101, 19, -7, -0.8, -1, 1

Individual results from the entries so far.
m5-HT2A agonist result of Nc1ccc(N=Nc2ccc(N)cc2)cc1 = -2
MC4R barr agon result of CN(C(=O)COC(=O)c1ccc(Cl)cc1N)C1CCS(=O)(=O)C1 (configuration not stated) = -1.1
TLR9-MyD88 block result of O=C(O)c1ccc(CN2C(=O)c3ccc(Oc4ccc([N+](=O)[O-])cc4)cc3C2=O)cc1 = 14

Not all compounds are listed; count on the stated rates, not on these rows.
